3CLpro inhibitor: SARS-CoV 3CLpro protease inhibition; inhibition, % at 6 µM; AID 1706; 290,000 compounds, 0.14% hits; recombinant SARS-CoV 3CLpro, quenched FRET peptide cleavage; in the data active = inhibition above about 12%
Anthrax LF prot: inhibitors of Bacillus anthracis lethal factor protease; P15917; multiplex microsphere protease cleavage assay, LF; inhibition, % at 10 µM; 360,000 compounds, 0.12% hits; AID 588501; note: plate controls were buffer without enzyme for full effect and enzyme alone for no effect
BoNT A protease: BoNT A light chain protease inhibition. multiplex microsphere protease substrate cleavage, flow cytometry. inhibition, % at 10 µM. 360,000 compounds, 0.17% hits; note: plate controls were buffer without enzyme for full effect and enzyme alone for no effect
MazF activator: activators of E. coli MazEF toxin-antitoxin RNase; FAM/BHQ RNA-DNA oligo cleavage fluorescence, 5 h; activation, % at 20 µM; 350,000 compounds, 0.32% hits; AID 504720; in the data active = activation above about 50%
Target sequence (P0AE70 whole entry, looked up): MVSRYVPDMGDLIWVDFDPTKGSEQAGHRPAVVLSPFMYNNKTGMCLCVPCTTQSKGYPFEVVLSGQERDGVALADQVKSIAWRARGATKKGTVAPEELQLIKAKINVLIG
SSB-PriA inh: K. pneumoniae PriA-SSBct interaction inhibition; AlphaScreen SSBct-PriA binding, biotinylated peptide; inhibition, % at 33 µM; 430,000 compounds, 0.6% hits; in the data active = inhibition mostly above about 37%, no sharp cut-off; inactive = mostly below about 20%;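 note: plate controls were negative control peptide for no effect and reference peptide for full effect; strong numbers were not always called active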
PrPC surface inh: reduces human prion protein on the cell surface. P04156. cell surface PrPC, TR-FRET read-out. inhibition, % at 13.8 µM. 370,000 compounds, 0.43% hits. AID 720596; in the data active = inhibition above about 24%; note: 0% = median of the test wells and 100% = reference compound wells
CCHF vOTU inh: blocks the CCHF virus ovarian tumor domain protease | CCHFV vOTU protease, Pep-AMC fluorescence | inhibition, % at 11.5 µM | 370,000 compounds, 0.55% hits | AID 651958; in the data active = inhibition above about 30%; note: 0% = vehicle wells with enzyme and 100% = no enzyme wells
Rv3671c inh: Rv3671c (M. tuberculosis) protease inhibition | inhibition, % at 5.96 µM | 320,000 compounds, 0.048% hits | P9WHR9; in the data active = inhibition above about 38%;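 note: extracellular domain of Rv3671c used as enzyme; 0% = enzyme with DMSO and 100% = no enzyme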
Target sequence (P9WHR9 whole entry, looked up, the tested form may be a part): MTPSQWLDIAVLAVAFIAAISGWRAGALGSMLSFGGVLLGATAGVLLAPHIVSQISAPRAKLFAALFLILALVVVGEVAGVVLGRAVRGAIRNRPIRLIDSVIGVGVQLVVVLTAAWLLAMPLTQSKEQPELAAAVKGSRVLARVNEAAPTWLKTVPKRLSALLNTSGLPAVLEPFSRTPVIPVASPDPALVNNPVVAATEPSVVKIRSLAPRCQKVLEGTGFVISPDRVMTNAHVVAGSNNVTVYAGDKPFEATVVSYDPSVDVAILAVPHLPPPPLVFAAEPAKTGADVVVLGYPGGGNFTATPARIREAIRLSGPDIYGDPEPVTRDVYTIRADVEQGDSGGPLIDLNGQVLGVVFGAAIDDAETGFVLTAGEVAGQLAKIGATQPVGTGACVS
DUSP3 inh: inhibitors of human VHR1 phosphatase (DUSP3). recombinant VHR phosphatase, pNPP absorbance. inhibition, % at 13.3 µM. 290,000 compounds, 0.52% hits; in the data active = inhibition above about 50%; note: some compounds called inactive have numbers as strong as hits
Target sequence (P51452 whole entry, looked up): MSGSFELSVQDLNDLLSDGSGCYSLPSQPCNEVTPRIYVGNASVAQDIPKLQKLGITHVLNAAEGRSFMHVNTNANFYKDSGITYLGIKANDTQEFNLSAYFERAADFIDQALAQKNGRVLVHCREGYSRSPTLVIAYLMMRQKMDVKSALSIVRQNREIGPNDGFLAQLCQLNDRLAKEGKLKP
BoNT-F LC inh: inhibitors of Botulinum neurotoxin F light chain protease; 360,000 compounds, 0.22% hits; AID 588497; inhibition, % at 10 µM; Multiplex microsphere protease cleavage assay, flow cytometry; in the data active = inhibition above about 35%, passing the limit was not always enough; inconclusive = no clear call, values can overlap the other calls; note: plate controls were buffer without enzyme for full effect and enzyme alone for no effect
Active calls of the source: *; ? = inconclusive; nt = not tested or not shown. Cut-off read from the data, not from the text of the source, unless noted: active = inhibition above about 30%; inconclusive = no clear call, values can overlap the other calls; inactive = below that. A portion of the library, so the mix of outcomes need not match the whole.

SMILES | 3CLpro inhibitor | Anthrax LF prot | BoNT A protease | MazF activator | SSB-PriA inh | PrPC surface inh | CCHF vOTU inh | Rv3671c inh | DUSP3 inh | BoNT-F LC inh
COc1ccc(N(C(C)C(=O)NN=C2CCCC2)S(C)(=O)=O)cc1 (centres undefined) | 2.2 | 0.6 | 0.3 | 7.7 | 3.6 | 9.6 | -0.4 | -10.9 | -4.6 | 2.8
O=C(NCc1ccc(C(F)(F)F)cc1)c1ccc2c(c1)S(=O)(=O)c1ccccc1C2=O | nt | -4.6 | -0.3 | 4.8 | 5.2 | 0.5 | 1.7 | 6.3 | nt | -5.2
COc1ccccc1C(=O)Nc1ccnn1C1CCN(Cc2cnn(C)c2)CC1 | -1.5 | -2.1 | -4.2 | 5.1 | -15.0 | -10.4 | -13.2 | 7.8 | 9.7 | -7.6
COc1ccc(NC(=O)CCc2nnc3ccc(NCc4ccco4)nn23)cc1OC | -6.1 | -1.9 | 1.4 | 3.3 | -6.7 | -1.1 | -0.9 | -3.4 | 18.2 | 3.0
O=C(O)CC(CNC(=O)C1CCCN1C(=O)OCc1ccccc1)c1ccccc1 (centres undefined) | 0.2 | 0.3 | -1.1 | 4.8 | -9.4 | 0.3 | -10.9 | nt | 8.6 | -10.9
Cc1ccc(S(=O)(=O)Cn2nnnc2CN2CCCC3(CCCCC3)C2)cc1 | -0.7 | -0.9 | -0.1 | -18.1 | -6.9 | 3.8 | 3.3 | -13.2 | -0.6 | -2.0
Nc1c(C(=O)NCc2ccc3c(c2)OCO3)nnn1Cc1ccc(Br)cc1 | -4.1 | -0.6 | -0.5 | -19.2 | -14.7 | 0.0 | 1.9 | -8.4 | 8.4 | -6.8
O=C(N/C(=C\c1cccc(Br)c1)C(=O)N1CCCCC1)c1ccco1 | -1.4 | 21.8 | -2.4 | 1.9 | 7.8 | 3.9 | 5.8 | 3.0 | 14.4 | -2.4
Cn1c(SCC(=O)c2cc(Cl)c(Cl)s2)nnc1-c1ccco1 | -1.3 | nt | nt | -29.7 | -10.8 | 0.5 | -8.6 | -13.1 | 5.1 | nt
COc1ccc(-n2c(COc3ccccc3)nnc2SCC(N)=O)cc1 | -2.9 | -1.6 | -0.4 | -3.9 | -1.6 | 2.8 | 15.5 | -3.4 | 7.8 | -6.1
COc1cc(CNCc2ccccc2C(F)(F)F)cc(OC)c1 | 5.0 | 5.9 | 0.1 | -3.3 | -25.2 | 2.3 | 7.0 | 5.2 | 25.9 | -9.0
CCCCN(CC)c1nc(N)c(C#N)c(CC#N)c1C#N | -3.5 | -6.9 | 0.0 | 11.6 | 2.7 | 8.4 | 8.4 | 0.0 | 7.3 | 3.4
O=[N+]([O-])c1nn(-c2ccccc2)n(O)c1=NCCc1ccccc1 | 0.9 | -1.6 | 0.3 | -0.7 | 37.6 | -37.5 | -2.6 | 4.0 | 7.4 | 3.3
CC[C@@H]1CC=C[C@H]2[C@H]1C(=O)N(Cc1ccccc1)[C@H]2c1ccc(C(F)(F)F)cc1 | nt | 0.1 | 0.2 | -6.7 | -14.5 | -4.9 | 12.3 | 5.6 | 14.9 | -3.1
COc1ccc(C(=O)Nc2ccccc2-c2nnn(CC(=O)N3CCOCC3)n2)cc1 | -7.8 | -1.6 | -0.1 | 8.1 | -3.9 | -2.5 | 2.2 | -2.7 | -10.1 | -0.7

Brought forward from above: 5 entries, followed by the next part.
SMILES | 3CLpro inhibitor | Anthrax LF prot | BoNT A protease | MazF activator | SSB-PriA inh | PrPC surface inh | CCHF vOTU inh | Rv3671c inh | DUSP3 inh | BoNT-F LC inh
COc1cc(CNCc2ccccc2C(F)(F)F)cc(OC)c1 | 5.0 | 5.9 | 0.1 | -3.3 | -25.2 | 2.3 | 7.0 | 5.2 | 25.9 | -9.0
CCCCN(CC)c1nc(N)c(C#N)c(CC#N)c1C#N | -3.5 | -6.9 | 0.0 | 11.6 | 2.7 | 8.4 | 8.4 | 0.0 | 7.3 | 3.4
O=[N+]([O-])c1nn(-c2ccccc2)n(O)c1=NCCc1ccccc1 | 0.9 | -1.6 | 0.3 | -0.7 | 37.6 | -37.5 | -2.6 | 4.0 | 7.4 | 3.3
CC[C@@H]1CC=C[C@H]2[C@H]1C(=O)N(Cc1ccccc1)[C@H]2c1ccc(C(F)(F)F)cc1 | nt | 0.1 | 0.2 | -6.7 | -14.5 | -4.9 | 12.3 | 5.6 | 14.9 | -3.1
COc1ccc(C(=O)Nc2ccccc2-c2nnn(CC(=O)N3CCOCC3)n2)cc1 | -7.8 | -1.6 | -0.1 | 8.1 | -3.9 | -2.5 | 2.2 | -2.7 | -10.1 | -0.7
O=C(C1CCN(C2CC(=O)N(c3cccc(Cl)c3)C2=O)CC1)N1CCCCCC1 (centres undefined) | -2.3 | 3.1 | 0.0 | 0.9 | -13.3 | 10.3 | -5.9 | -0.8 | 10.9 | 2.8
O=C(/C=C/c1ccc(Cl)c(Cl)c1)NC1=NCCS1 | 0.3 | 0.1 | -2.0 | 5.0 | -14.8 | -6.7 | 22.5 | -15.4 | 35.6 | -9.4
CC1C(=O)C(C)C(c2ccccc2F)NC1c1ccccc1F (centres undefined) | -0.1 | -1.6 | 4.1 | 5.6 | -14.4 | 0.2 | -10.9 | -0.2 | 1.8 | 5.7
O=C(NCC(O)c1ccc([N+](=O)[O-])cc1)c1cccc(S(=O)(=O)N2CCOCC2)c1 (centres undefined) | -2.8 | 3.7 | 4.5 | -16.0 | -2.2 | -4.9 | -7.0 | -7.3 | 24.0 | 7.2
O=C(NCC(O)CO)c1csc(Nc2cccc3ccccc23)n1 (centres undefined) | -1.1 | 1.4 | -3.3 | 5.5 | 15.2 | -4.2 | -9.1 | 1.7 | 17.9 | -9.5
Cc1onc(-c2c(Cl)cccc2Cl)c1C(=O)Nc1nccs1 | -3.7 | 1.1 | -3.1 | 0.2 | -7.2 | -6.4 | 2.8 | -9.2 | 17.0 | -20.4
O=C(Nc1ncc(Cc2ccccc2)s1)c1cccs1 | 3.3 | -0.3 | 0.0 | 5.6 | -10.3 | 16.2 | 8.9 | -32.8 | -2.5 | -7.3
Cc1ccc(-n2cnc3c(=O)[nH]cnc32)cc1[N+](=O)[O-] | nt | 9.7 | 0.8 | 1.7 | -9.4 | 2.3 | 1.7 | nt | nt | -6.1
COCCN(C(=O)COC(=O)CCOc1cccc(C)c1)c1c(N)n(Cc2ccccc2)c(=O)[nH]c1=O | nt | 2.1 | 3.8 | 4.5 | -3.4 | -3.0 | -15.5 | -9.8 | nt | -0.4
CCCCn1c(N)c(N(CC(C)C)C(=O)CCCc2cccs2)c(=O)[nH]c1=O | -1.5 | 1.0 | -0.5 | 3.3 | -7.2 | -0.6 | -3.3 | -0.4 | -7.8 | 7.0
CC1=NOC(=O)/C1=C\c1ccc(-c2ccc(Br)cc2C(=O)O)o1 | -1.8 | 1.3 | 0.0 | -28.5 | -6.2 | -6.8 | -0.6 | -8.4 | 4.8 | 2.2
COc1cc(NC(=O)c2cccnc2)ccc1-c1cc2ccccc2oc1=O | 3.1 | nt | nt | nt | nt | 1.2 | -10.9 | 0.1 | -2.2 | nt
CC(=O)Nc1ccc(NC(=O)CCOc2ccccc2C)cc1 | 4.6 | -4.4 | 1.0 | 9.5 | 15.3 | 2.5 | 4.9 | -4.7 | 7.4 | 7.8
O=C(CN1CCN(Cc2ccccc2)CC1)N1N=CCC1c1ccccc1 (centres undefined) | 1.7 | 4.6 | 0.7 | -10.0 | -12.7 | 2.5 | 2.9 | -0.9 | -11.4 | -4.8
O=C(Nc1ccccc1)c1ccc2c(c1)OCO2 | -5.5 | 0.4 | 0.7 | -0.3 | 0.4 | 3.5 | 4.9 | 1.2 | 0.0 | -1.9
CSCCC(NS(=O)(=O)c1ccc(C)cc1)C(=O)NC1CCCCC1 (centres undefined) | 1.6 | -7.0 | 0.0 | 0.2 | 9.6 | 6.5 | -4.6 | 3.8 | 28.4 | -1.1
CC(C)CN1CN(Cc2ccco2)CNC1=S | 1.8 | -4.8 | -0.4 | 5.5 | -7.0 | -1.3 | -1.3 | 3.4 | 25.2 | 0.4
CCOc1ccc(N=c2scc(-c3ccc(OC)cc3)n2CCO)cc1 | -5.9 | -0.6 | 0.1 | 0.8 | 47.7 | 1.4 | -5.5 | -3.3 | 4.3 | -4.7
OC[C@H]1O[C@@H](c2nc(-c3ccc(Br)cc3)no2)C[C@@H]1O | nt | -1.1 | 0.7 | nt | nt | -3.2 | -1.2 | nt | nt | -0.7
CCOC(=O)c1ccc(NC(=S)N2CCSC2c2ccc(OC)cc2)cc1 (centres undefined) | -3.0 | 3.8 | 0.6 | -6.8 | 4.6 | 3.8 | -14.9 | -8.3 | -0.5 | 15.5
CC(=O)/C=C/c1ccccc1 | nt | 2.2 | -0.1 | -1.2 | -1.6 | 3.5 | -4.6 | -0.2 | nt | -8.8
CCOC1CS(=O)(=O)CC1OCC (centres undefined) | 0.1 | 3.5 | 0.7 | -9.1 | -7.3 | -3.7 | 22.9 | 6.7 | 31.5 | -9.0
Cc1nn(-c2ccccc2)c2nc(-c3ccncc3)cc(C(=O)NCc3ccco3)c12 | -3.4 | -2.0 | 0.1 | -3.9 | -6.3 | -17.1 | 14.8 | -8.8 | -0.2 | -11.9
Cc1cc(OCC(=O)NCC2CCC(C(=O)O)CC2)c2c(C)c(C)c(=O)oc2c1 (centres undefined) | 0.2 | 0.3 | 0.0 | -10.5 | 0.2 | 8.8 | -11.8 | 4.6 | 4.9 | 0.8
C/C(CC(=O)Nc1cccc2c1CCCC2)=N\NC=O | 4.3 | -0.9 | 0.1 | 2.2 | nt | 3.6 | -4.1 | 1.2 | 11.0 | 0.1
NC1CCCCC1N=Cc1c(O)n(CCc2ccc(F)cc2)c(=O)[nH]c1=O (centres undefined) | 4.1 | -6.3 | 3.0 | -32.3 | -8.8 | -4.4 | -10.3 | nt | 9.5 | 45.0*
COC(=O)CN1C(=O)N/C(=C/c2ccccc2OC)C1=O | -1.5 | -2.5 | -0.1 | 1.8 | -8.4 | -15.3 | -7.6 | 8.7 | 15.2 | -2.5
O=C(CN(CC1CCCO1)C(=O)CNS(=O)(=O)c1ccc(Cl)cc1)NCc1ccco1 (centres undefined) | 3.4 | 9.2 | -3.7 | 5.8 | -17.2 | -1.2 | 4.8 | 3.6 | 13.0 | 7.7
O=C(Nc1ccc2c(c1)C(=O)c1ccccc1-2)c1ccccc1 | nt | -6.5 | -0.2 | 6.5 | -12.9 | -2.6 | 2.5 | nt | nt | 2.3
Cc1cccc(NS(=O)(=O)c2ccc(C)c(C(=O)NCC(c3ccccc3)N(C)C)c2)c1 (centres undefined) | nt | -0.1 | 0.0 | -0.1 | 3.4 | 6.2 | 5.0 | -5.5 | nt | -3.6
O=C(c1ccc2c(=O)n(Cc3ccccc3Cl)c(=S)[nH]c2c1)N1CCOCC1 | -2.3 | -1.3 | -2.2 | 3.2 | -4.9 | 2.3 | 0.5 | -5.3 | 3.7 | 4.9
O=C(CCC(=O)c1ccc(F)cc1)OCc1nnc(-c2ccc([N+](=O)[O-])cc2)o1 | nt | -1.3 | -1.4 | -0.1 | -1.2 | -52.3 | -9.0 | -0.3 | nt | -2.7
CCCCCn1c(N)c(-c2nc3ccccc3s2)c2c([N+](=O)[O-])nn(C)c(=O)c21 | 0.4 | -9.5 | -0.8 | 0.8 | -1.9 | nt | nt | 1.0 | -15.7 | -13.1
Nc1nc(CSc2n[nH]c(-c3ccccc3)n2)nc(Nc2ccccc2)n1 | -1.3 | 3.3 | 0.2 | 2.3 | 1.6 | -4.5 | 3.3 | -9.4 | -2.0 | -12.3
O=[N+]([O-])c1ccc(N/N=C/c2cccnc2)cc1 | -2.8 | 27.3 | 1.0 | 10.8 | nt | -33.9 | 3.5 | 1.9 | -6.8 | ?
COP(=O)(C#Cc1ccccc1)C(O)c1ccc(Br)cc1 (centres undefined) | 2.9 | -7.6 | -0.2 | -4.8 | -10.9 | 3.5 | -1.0 | 7.7 | 20.6 | -4.7

Screening results from PubChem BioAssay.
